697 NFkB inh: inhibitors of PMA/ionomycin-induced NF-kB reporter, 697 cells, primary screen, B-cell NF-kB inhibitor project, cell-based, luminescence, uHTS | 697 B-cell NF-kB luciferase reporter, 16 h | inhibition, % at 4 µM | 330,000 compounds, 0.33% hits | AID 435022, 2010; in the data active means inhibition above about 35%
CCR6 antag: CCR6 receptor antagonists, primary screen, cell-based, CHO-K1, luminescence, beta-arrestin, uHTS; C-C chemokine receptor type 6 (Homo sapiens), P51684; CHO-K1 CCR6 PathHunter beta-arrestin, CCL20-stimulated; inhibition, % at 20 µM; 340,000 compounds, 0.49% hits; AID 493098, 2011;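 active means compounds whose inhibition of the agonist-driven luminescence signal at 20 µM reaches about 50%, limit read from the data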;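 further: cells stimulated with CCL20 at 14 nM final; plate controls were DMSO with CCL20 for no effect and DMSO without agonist for full effect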
Target sequence (P51684 whole entry, looked up): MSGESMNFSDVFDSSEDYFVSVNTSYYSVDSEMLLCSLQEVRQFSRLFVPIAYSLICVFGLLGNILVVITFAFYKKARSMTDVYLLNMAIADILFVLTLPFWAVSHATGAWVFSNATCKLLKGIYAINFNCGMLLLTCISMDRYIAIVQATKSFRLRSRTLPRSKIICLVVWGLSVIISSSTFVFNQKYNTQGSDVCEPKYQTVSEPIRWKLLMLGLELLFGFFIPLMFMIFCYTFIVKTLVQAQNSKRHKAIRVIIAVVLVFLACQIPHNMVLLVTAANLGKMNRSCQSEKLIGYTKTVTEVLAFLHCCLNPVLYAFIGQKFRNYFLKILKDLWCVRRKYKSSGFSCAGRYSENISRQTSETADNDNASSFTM
CXCR6 inh: CXCR6 receptor inhibitors, primary screen, cell-based, beta-arrestin, luminescence, CHO-K1 PathHunter, 1536-well | inhibition, % at 20 µM | C-X-C chemokine receptor type 6 (Homo sapiens), O00574 | AID 602244, 2012 | 360,000 compounds, 0.36% hits; in the data active means inhibition above about 34%, passing the limit was not always enough;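 further: antagonist mode with CXCL16 agonist at 10 nM final; 0% = 10 nM CXCL16 with DMSO and 100% = unstimulated wells without agonist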
Gli-Sufu block: Gli-Sufu pathway antagonists, primary screen, luciferase luminescence, Sufu-KO-LIGHT cells, uHTS; AID 588413, 2011; Sufu-KO-LIGHT fibroblasts, Gli luciferase reporter luminescence; inhibition, % at 5 µM; 340,000 compounds, 0.74% hits;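 active means inhibition above about 55%, limit read from the data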;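 further: 0% = DMSO-treated cells and 100% = wells with medium but no cells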
APJ antagonist: antagonists of human apelin receptor APJ, primary screen, CHO-K1 cells, beta-arrestin complementation, luminescence; inhibition, % at 20 µM; P35414; 330,000 compounds, 0.32% hits; AID 2521, 2010;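 active means inhibition above about 40% at 20 µM, limit read from the data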;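 further: cells challenged with 10 nM apelin-13 agonist together with compound; plate controls were apelin-13 plus DMSO wells for no effect and DMSO wells lacking apelin-13 for full effect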
EBI2 block: EBI2 receptor antagonists, beta-arrestin recruitment, primary screen, cell-based, luminescence, 7a,25-OHC stimulation, uHTS; G-protein coupled receptor 183 (Homo sapiens), P32249; 7a,25-OHC stimulated; inhibition, % at 5 µM; 360,000 compounds, 0.81% hits; AID 651636, 2012; in the data active means inhibition above about 38%;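 further: enzyme fragment complementation signal reports receptor beta-arrestin coupling in cells; 0% = agonist plus DMSO wells and 100% = wells without agonist; some results beyond the cut were filed as inactive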
Target sequence (P32249 whole entry, looked up, the tested form may be a part): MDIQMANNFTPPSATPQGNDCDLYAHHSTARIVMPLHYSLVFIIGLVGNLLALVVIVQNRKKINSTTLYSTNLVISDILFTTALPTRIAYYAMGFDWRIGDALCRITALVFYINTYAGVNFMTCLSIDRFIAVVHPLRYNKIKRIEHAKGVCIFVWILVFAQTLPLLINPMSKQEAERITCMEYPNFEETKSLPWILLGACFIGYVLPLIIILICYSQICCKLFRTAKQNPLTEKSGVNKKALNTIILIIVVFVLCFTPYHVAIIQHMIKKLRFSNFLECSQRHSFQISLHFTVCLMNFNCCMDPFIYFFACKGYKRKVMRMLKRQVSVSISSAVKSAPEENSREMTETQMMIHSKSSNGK
UBC13 inh: UBC13 polyubiquitin chain formation inhibitors, primary screen, biochemical, TR-FRET, uHTS | Ubiquitin-conjugating enzyme E2 N (Homo sapiens), P61088 | inhibition, % at 20 µM | 330,000 compounds, 0.47% hits | AID 485273, 2010; in the data active means inhibition above about 45%, passing the limit was not always enough
Target sequence (P61088 whole entry, looked up): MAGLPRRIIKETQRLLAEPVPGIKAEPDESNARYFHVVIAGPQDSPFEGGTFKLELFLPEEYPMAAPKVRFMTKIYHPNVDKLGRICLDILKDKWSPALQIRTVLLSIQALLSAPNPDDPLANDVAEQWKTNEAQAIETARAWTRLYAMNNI
Jurkat NFkB inh: inhibitors of induced NF-kB luciferase reporter, primary screen, TCR NF-kB activation inhibitor project, cell-based, luminescence, uHTS; Jurkat, PMA/ionomycin-induced NF-kB luciferase reporter; inhibition, % at 4 µM; 330,000 compounds, 0.53% hits; in the data active means inhibition above about 50%
* hit, by the source's call; x = no result given.

SMILES	697 NFkB inh	CCR6 antag	CXCR6 inh	Gli-Sufu block	APJ antagonist	EBI2 block	UBC13 inh	Jurkat NFkB inh
COc1ccc(N(CC(=O)NCCSCc2ccccc2Cl)S(C)(=O)=O)cc1Cl	6	10	3	-5	-14	-4	2	6
COc1ccc2nc(NC(=O)C(NS(=O)(=O)c3cccs3)C(C)C)sc2c1 (stereo not drawn)	-9	3	0	-12	0	1	22	-11
COc1ccc(S(=O)(=O)N2CCN(C(=O)c3cc(C)nc4ccccc34)CC2)cc1OC	18	3	4	8	5	6	4	8
CCCCCC1CC(CC(=O)NC(=S)Nc2ccccc2Cl)C(=O)O1 (stereo not drawn)	-20	16	12	-1	-3	6	-3	-15
COc1ccc(S(=O)(=O)N(CC(=O)N2CCN(C)CC2)c2ccccc2)cc1OC	11	10	1	-13	-4	-7	7	2
C/C(=N\NC(=O)CC#N)c1ccc(Oc2ccccc2)cc1	-6	6	-4	-7	-16	1	-11	-2
CC(=O)c1cccc(NC(=O)C(=O)c2cn(CC(=O)N3CCCCC3)c3ccccc23)c1	-6	-4	5	-14	5	0	-4	-1
N#CCCN(C(=O)COC(=O)c1ccc2c(=O)n3c(nc2c1)CCC3)c1ccc(F)cc1	19	3	-3	-18	-5	6	19	5
O=C(CCl)NN1C(=O)NC(c2ccccc2)(c2ccccc2)C1=O	4	3	1	-22	-4	-2	-1	-7
Cc1nc(N)ncc1C(=O)Nc1ccccc1	22	-6	-6	-1	27	-7	6	5
O=C1c2ccccc2C(=O)N1CCCCN(C(=O)c1cc2ccccc2oc1=O)c1ccc(F)cc1F	-15	6	-6	1	8	-1	3	3
Cn1c(SCC(=O)c2ccccc2)nnc1-c1ccc(O)cc1	-36	10	0	-44	-4	-2	-18	-20
O=C(c1ccccc1)N1CCSC1=S	2	-5	0	1	2	-18	3	-8
CCOC(=O)c1c(NS(=O)(=O)c2cccc(OC)c2)sc2c1CCC2	-5	6	0	1	20	1	8	-3
C=CCC1CCCC(=O)N2CC[C@H](O)C12 (stereo partly drawn)	-28	5	-5	-15	-15	-12	-12	-23
O=C(N[C@@H](Cc1ccc(Br)cc1)C(=O)O)OCC1c2ccccc2-c2ccccc21	22	-6	2	-9	23	1	-22	6
CC(C)CNC(=S)NC(=O)c1ccc([N+](=O)[O-])cc1	-48	20	12	-13	-39	3	-6	-38
O=C1c2ccccc2-c2c1cccc2C(=O)N1CCCCC1	23	1	-8	1	4	-6	0	4
COc1ccc(N2CCN(C(=O)COc3ccc(S(=O)(=O)N4CCOCC4)cc3C)CC2)cc1	-7	-12	3	17	0	2	-3	10
C[C@@]12C(=O)N(c3cccc(Br)c3)C(=O)N1[C@H](c1ccc(Cl)cc1)[C@@H]1C(=O)N(C3CCCCC3)C(=O)[C@@H]12	-16	-18	-8	-4	-5	-5	0	-41
Cc1c(C=O)c2ccccn2c1C(=O)c1cccs1	1	7	-1	-10	39	0	21	-11
CC(C)NS(=O)(=O)c1ccc(OCC(=O)NCc2ccccc2)cc1	0	-6	-2	-3	9	9	6	-8
COc1ccc(C(=O)NC2CCN(C(=O)Nc3ccc(F)cc3)CC2)cc1	12	4	18	9	-32	-4	5	-3
CCOC(=O)c1sc(Nc2ccc(Br)cc2)nc1C	-14	8	-2	-12	13	10	24	-17
O=C(CN1C(=O)c2ccccc2C1=O)OCC(=O)N1CCc2ccccc2C1	10	4	4	12	8	4	5	-7
CCc1ccc(C(=O)c2cc3ccc(O)cc3oc2=O)cc1	8	6	-8	6	22	-14	9	-8
O=S(=O)(/N=C(/c1ccccc1)N1CCOCC1)c1ccc(F)cc1F	2	-6	11	3	-1	5	-3	-13
CCc1ccccc1NC(=S)N(CCCN(C)C)Cc1cc2cc3c(cc2[nH]c1=O)OCO3	-10	4	-2	22	8	8	9	-21
CN(CCCN1CCOCC1)C(=O)c1cc(COc2ccc(F)cc2F)on1	-45	3	-1	-1	2	-10	-11	-9
CCN(CC)CCOC(=O)c1ccc(NC(=O)CCCN2C(=O)/C(=C/c3cccs3)SC2=S)cc1	-19	33	18	32	11	-9	2	-12
O=C(CNC(=O)c1ccccc1F)OCC(=O)N1CCCCC1	10	-1	8	0	3	-18	5	4
COc1ccc(NC2=Nc3cccc4cccc2c34)cc1	-19	15	9	-7	27	15	-13	-2
COc1cc2[nH]c(=S)n(Cc3cccs3)c(=O)c2cc1OC	2	3	0	2	14	9	27	-7
COc1cc([N+](=O)[O-])cc(/C=N/NC(=O)c2cc(C)nc3ccccc23)c1O	7	48	-7	-3	1	16	-47	-20
CN(C)/C=C1\Oc2ccc3ccccc3c2C1=O	-2	-5	0	-61	-51	-3	-25	-13
O=C(NNc1cc(N2CCOCC2)nc(N2CCOCC2)n1)c1ccc([N+](=O)[O-])cc1	-1	13	-1	8	-52	-7	-73	11
O=C(Cc1ccc(NC(=O)C2CCCN(C(=O)C3CCCC3)C2)cc1)Nc1ccc(C(=O)N2CCOCC2)cc1 (stereo not drawn)	x	1	0	1	x	-8	x	x
O=c1cc(-c2ccccc2)nc(Sc2ccc([N+](=O)[O-])cc2[N+](=O)[O-])[nH]1	5	3	4	16	-35	3	-10	-21
COc1ccc(SCCCn2c(=O)c3c(ncn3C)n(C)c2=O)cc1	3	7	-8	13	1	0	3	-5
COCCC(=O)N1CCCC(CNS(=O)(=O)c2ccc(OC)cc2)C1 (stereo not drawn)	4	5	-1	-10	6	2	5	14
O=C(NC(=S)NCC1CCCO1)c1ccccc1[N+](=O)[O-] (stereo not drawn)	18	11	3	-7	4	-12	2	22
CCOc1ccc(CCNC(=O)COC(=O)Cc2ccc(F)cc2)cc1OCC	-24	4	-5	-2	-10	-3	-4	-5
N#Cc1ccccc1-n1c(N)c(C(=O)N2CCCC2)sc1=S	8	8	5	-3	38	-13	-3	7
CCOC(=O)C1(CC2CCCCO2)CCN(Cc2c(C)cc(C)cc2-n2cccn2)CC1 (stereo not drawn)	-1	10	4	16	6	20	23	21
Cc1ccc(-c2cc(C(=O)O)n(-c3ccc(S(N)(=O)=O)cc3)n2)cc1	-9	13	-3	-3	-2	0	4	0
O=C1c2ccccc2C(=O)c2cc(N3CCCCC3)ccc21	x	23	0	-1	x	-1	x	x
Cc1ccnc(NC(=O)CCC(=O)c2cc(C)sc2C)c1	1	4	-12	-6	21	8	-5	12
COc1ccc(-c2cc3ccccc3n2CC(O)Cn2nc(C)cc2C)cc1 (stereo not drawn)	22	10	14	-4	-6	4	17	-2
CCC(C)(C)NC(=O)c1cc([N+](=O)[O-])ccc1N1CCOCC1	10	1	-3	4	-3	18	-6	2
Cc1ccc(Oc2nc(-c3ccccc3)ncc2S(C)(=O)=O)cc1	-46	-20	-4	2	23	3	-2	-24
O=[N+]([O-])c1ccc(CSc2ncnc3ccccc23)cc1	28	-11	3	3	-22	1	14	9
CC[C@H](C)[C@@H](C(=O)NCCCCCCCCCCC(=O)N1CCN(C(=O)OC(C)(C)C)CC1)n1cc(CCCCN=C(NC(=O)OC(C)(C)C)NC(=O)OC(C)(C)C)nn1	-62	x	x	x	-33	x	71*	36
NNc1ncnc2sc3c(c12)CCC3	-3	6	-10	0	5	-4	-4	9
Cc1noc(C)c1COC(=O)C1CCN(S(=O)(=O)c2c(Cl)cccc2Cl)CC1	8	12	-2	-7	5	7	-6	9
CCC1C(=O)N=C(SCC(=O)Nc2ccccc2)NC1=O (stereo not drawn)	13	22	1	20	27	-24	3	10
O=C(NC1CC1)c1ccc(-c2nc3ccccc3s2)s1	-73	-1	1	-67	-7	-2	3	-27
CCCCOc1ccc(NC(=O)C2CC=CCC2C(=O)O)cc1 (stereo not drawn)	5	-1	0	-2	-3	-4	2	-11
CC(CCc1ccccc1)NC(=O)CSc1nnnn1C (stereo not drawn)	5	-3	-7	-4	6	-6	4	12
Cc1ccc(O)c(-c2cc(C(=O)Nc3ccc(S(=O)(=O)N4CC(C)OC(C)C4)cc3)[nH]n2)c1 (stereo not drawn)	3	-34	-12	13	-11	38	13	5
Cc1ccc(Cn2nnc3c(=O)[nH]c(C4CCN(S(=O)(=O)c5cc(C)ccc5C)CC4)nc32)cc1	-14	6	1	-30	-15	0	0	-6

Looked up above:
Cc1ccnc(NC(=O)CCC(=O)c2cc(C)sc2C)c1 in Gli-Sufu block → -6
CCC(C)(C)NC(=O)c1cc([N+](=O)[O-])ccc1N1CCOCC1 in 697 NFkB inh → 10
Cc1ccc(Oc2nc(-c3ccccc3)ncc2S(C)(=O)=O)cc1 in Jurkat NFkB inh → -24

Profiles from above.
Cc1ccc(O)c(-c2cc(C(=O)Nc3ccc(S(=O)(=O)N4CC(C)OC(C)C4)cc3)[nH]n2)c1 (stereo not drawn) as listed: 697 NFkB inh: 3; CCR6 antag: -34; CXCR6 inh: -12; Gli-Sufu block: 13; APJ antagonist: -11; EBI2 block: 38; UBC13 inh: 13; Jurkat NFkB inh: 5
NNc1ncnc2sc3c(c12)CCC3 as listed: 697 NFkB inh: -3; CCR6 antag: 6; CXCR6 inh: -10; Gli-Sufu block: 0; APJ antagonist: 5; EBI2 block: -4; UBC13 inh: -4; Jurkat NFkB inh: 9

(next part)
SMILES	697 NFkB inh	CCR6 antag	CXCR6 inh	Gli-Sufu block	APJ antagonist	EBI2 block	UBC13 inh	Jurkat NFkB inh
OCc1ccc(-c2nn(Cc3ccccc3)c3ccccc23)o1	-36	20	2	-4	19	6	11	-2
Nc1cc2ccncc2c2ccccc12	-22	-20	-25	-8	-30	-2	-19	-13
O=C(c1cccs1)c1coc2ccc(O)cc12	-35	-2	-3	8	-9	12	16	-62
O=C(Nc1c(Br)cc2c(c1Br)Cc1ccccc1-2)C(Cl)Cl	x	6	4	-5	x	-13	x	x
CC(Oc1cccc(Cl)c1)C(=O)Nc1ccc(S(=O)(=O)N(C)C2CCN(C)CC2)cc1 (stereo not drawn)	-27	6	-5	8	-16	-11	32	-26
Cc1onc(-c2c(F)cccc2Cl)c1C(=O)Nc1ccccc1N1CCOCC1	-14	9	5	2	6	12	-8	-2
Brc1ccc(-c2ccc(C3Nc4cccc5cccc(c45)N3)o2)cc1	-2	x	x	x	-23	x	-34	6
CC(=O)Nc1ccc(S(=O)(=O)N(C)c2ccc(OCCOc3cccc(C)c3)cc2)cc1	-1	12	7	20	4	13	18	19
O=C(NC(=S)N1CCCCCC1)c1cccc([N+](=O)[O-])c1	1	13	16	3	18	-7	1	2
O=C(Nc1ccc(Br)cc1F)c1ccc2c(c1)OCCO2	-212	14	0	-175	-1	3	0	-161
CCOc1ccccc1N1CCN(Cc2cccc(OC)c2OC)CC1	-4	-10	-5	7	2	3	1	-8
Cc1ccc(-c2cnc(-c3ccccc3C(=O)O)o2)cc1	-13	11	5	-9	14	-1	10	2
Cc1ccc(-c2csc(NCCn3c(C)nc4cc(C(F)(F)F)ccc43)n2)cc1	5	-3	1	1	14	6	14	-1
O=C(OCC(=O)N1CCCC1=O)c1cc2ccccc2o1	-22	-2	-3	0	-4	-8	-2	-17
CN(C)c1ccc(/C=[N+](\[O-])C2SC(=S)N(C)C2(C)C)cc1 (stereo not drawn)	11	0	-6	-2	1	4	-17	4
O=C(N=C1SC2CS(=O)(=O)CC2N1c1ccccc1F)C1CCCCC1 (stereo not drawn)	3	7	-15	8	13	-8	7	13
Cc1c(C)n(Cc2ccccc2)c2ccc(C(=O)OCCCN(C)C)cc12	-31	8	5	33	17	5	31	-13
CC1CCN(C(=O)CN2C(=O)C(=O)N(C(C)C)C2=O)c2ccccc2S1 (stereo not drawn)	14	10	1	0	-4	0	6	-2
O=C(NCc1c(Cl)cccc1Oc1ccccc1)c1ccccc1	-8	20	3	3	21	7	6	-6
CC(=O)Nc1cccc(-c2csc(NCc3ccco3)n2)c1	-15	19	3	-9	-5	-5	-3	-20
CC(=O)NC/C(C)=N\Nc1ccc([N+](=O)[O-])cc1	3	16	4	1	-5	1	-19	14
O=C(CSc1nnc(COc2ccccc2)o1)N1CCCCC1	11	-5	3	-10	-6	1	6	-11
